Screening data deposited in PubChem by several laboratories.
bIAP activator = increases bovine intestinal alkaline phosphatase activity; purified bovine IAP, CDP-star luminescence, 30 min; hits give high values; fold of DMSO-control signal, blank-subtracted; activation factor at 20 µM; 200,000 tested, 0.17% active;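 active means activation factor of 2 or more at 20 µM, a signal rise over negative controls twice the positive control's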
RAM network inh = inhibitors of the yeast RAM network; S. cerevisiae dse1pr::URA3 reporter, 5-FOA growth OD615, 2 d; analog-sensitive cbk1-as2 kinase mutant strain; inhibition, % at 50 µM; 190,000 tested, 1.8% active; AID 868;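 active means inhibition above a set limit, 3 SD over mean compound inhibition, cut at about 8.4% in these data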;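 further: 0% = DMSO-only wells with no growth and 100% = 10 µM 1-NA-PP1 full growth; inhibition rescues growth on 5-FOA so higher OD means more RAM inhibition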
TNAP act hi DEA = activators of human TNAP at high phosphate acceptor concentration; P05186; purified TNAP, CDP-star luminescence, 1 M DEA, 30 min; hits give high values; 0 = EDTA background, 1 = DMSO-only activity; activation factor at 20 µM; 200,000 tested, under 10 active;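 active means activation factor at least 2 at 20 µM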
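Dosing: 20 µM single point. System: human TNAP. Amount: TNAP 1/800 final. Incubation: 30 min, room temperature. Read-out: TNAP activation factor scaled between EDTA and DMSO control wells. Signal: luminescence from CDP-star hydrolysis. Medium: 1 M DEA, pH 9.8, Mg2+, Zn2+. Control set: EDTA negative control, DMSO positive control.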
FLuc stim CS = affects firefly luciferase, flagging false hits in luciferase stimulation screens. P08659. ATPlite luciferase biochemical, luminescence, 10 min; 0 = ATP-free wells, 1 = DMSO control. activation factor at 10 µM. 200,000 tested, under 10 active;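 active means luciferase activation factor, scaled between plate controls, of at least 2 with compound at 10 µM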
Target sequence (P08659 whole entry, looked up): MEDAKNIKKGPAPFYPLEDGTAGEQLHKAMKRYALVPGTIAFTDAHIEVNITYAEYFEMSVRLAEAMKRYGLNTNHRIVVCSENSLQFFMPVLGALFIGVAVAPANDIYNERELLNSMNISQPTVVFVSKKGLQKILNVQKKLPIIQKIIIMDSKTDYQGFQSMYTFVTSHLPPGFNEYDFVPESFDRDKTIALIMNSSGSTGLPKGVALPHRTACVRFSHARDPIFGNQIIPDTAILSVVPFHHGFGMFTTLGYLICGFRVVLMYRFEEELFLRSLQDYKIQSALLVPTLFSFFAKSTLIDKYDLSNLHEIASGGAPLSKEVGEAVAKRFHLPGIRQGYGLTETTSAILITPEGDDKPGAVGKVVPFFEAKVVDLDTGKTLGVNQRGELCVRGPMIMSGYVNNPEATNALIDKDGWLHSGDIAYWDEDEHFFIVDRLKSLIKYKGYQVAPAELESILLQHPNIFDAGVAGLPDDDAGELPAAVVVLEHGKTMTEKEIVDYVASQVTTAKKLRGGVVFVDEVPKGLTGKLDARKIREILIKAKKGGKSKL
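test system = cell-free luciferase reagent | medium = PBS as buffer for the ATP substrate | dosing = test compounds dosed from 2 mM stocks in 100% DMSO | incubation = 10 min at ambient temperature | detection = luminescence measurement of luciferase light output | benchmarks = low control with PBS replacing ATP, high control enzyme plus ATP without compound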
FLuc inhib CS = Photinus pyralis luciferase inhibition counter-screen; inhibition, % at 10 µM; P08659; ATPLite firefly luciferase biochemical luminescence, 10 min; 200,000 tested, 1.5% active;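 active means inhibition above about 50% when tested at 10 µM, limit read from the data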
TNAP inh hiacc = inhibitors of human TNAP at high phosphate acceptor concentration. P05186. purified TNAP, CDP-star luminescence, 1 M DEA. inhibition, % at 20 µM. 200,000 tested, 0.03% active. AID 1135;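 active means over 50% inhibition of tissue-nonspecific alkaline phosphatase at 20 µM in the single-dose screen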;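 further: plate controls were DMSO wells for no effect and EDTA-quenched wells as full inhibition for full effect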
APP transl inh = APP translation inhibition; SH-SY5Y APP 5'UTR-luciferase reporter, luminescence; inhibition, % at 2 µM; 190,000 tested, 0.82% active;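 active means inhibition above a set limit, derived from the sample mean plus 3 SD, cut at about 45% in these data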; further: values of inactives mirror those of a sister screen read the other way
TNAP inh no acc = blocks human TNAP activity with no phosphate acceptor present; inhibition, % at 20 µM; P05186; purified TNAP, CDP-star luminescence, 30 min; 200,000 tested, 0.26% active;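 active means tissue-nonspecific alkaline phosphatase inhibition above about 50% at 20 µM in the single-dose screen, limit read from the data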;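 further: 0% = DMSO negative control and 100% = EDTA positive control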
Lmaj promast = Leishmania major promastigote growth inhibition. Leishmania major promastigotes, resazurin fluorescence viability. inhibition, % at 10 µM. 200,000 tested, 9% active. AID 1063; in the data active means inhibition above about 50%;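 further: promastigotes grown with compound for 44 hours at 28 °C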
bIAP inhibitor = intestinal alkaline phosphatase (bovine) inhibition; purified bovine IAP, CDP-star luminescence, 30 min; inhibition, % at 20 µM; 190,000 tested, under 10 active; AID 1019;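 active means over 50% inhibition of intestinal alkaline phosphatase at 20 µM in the single-dose screen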
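Assay system – bovine IAP enzyme · Quantity – bovine IAP at 1/65,000,000 final dilution · Detection – CDP-star luminescence signal · Times – 30 min reaction at room temperature · Also added – CDP-star substrate at 30 µM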
Active calls of the source: *. Hits appear at their usual frequency. About 13% of those tested had a hit in this group.

[1] Cc1cc2ncn(CC(O)COc3cccc(C(=O)O)c3)c2cc1C (stereo not given)
[2] O=C(N/N=C/c1ccc(N2CCCCC2)o1)C(O)(c1ccccc1)c1ccccc1
[3] CC(C)NC(=O)CSc1nc(Cc2cccs2)nc2ccccc12
[4] COc1ccc(-c2ccc(/C=C3\C(=O)N(c4ccccc4)N=C3c3ccccc3)o2)c([N+](=O)[O-])c1
[5] O=C(CN1CCCCC1)Nc1ccc(S(=O)(=O)N2CCCCCC2)cc1
[6] Cc1ccc(NC2=C(NCCO)C(=O)c3ccccc3C2=O)cc1

screen / no.	1	2	3	4	5	6
bIAP activator	0.9	1	1	0.6	1	0.8
RAM network inh	-0.8	4.8	4.0	2.0	1.4	2.4
TNAP act hi DEA	1	1	1	0.8	1.1	0.9
FLuc stim CS	1	1	1	1	1	1
FLuc inhib CS	-2	-2	-4	-2	-3	5
TNAP inh hiacc	-3	1	-2	16	-5	6
APP transl inh	5	-4	-14	-9	-6	-29
TNAP inh no acc	-7	-1	-21	18	-10	4
Lmaj promast	1	-1	-1	-2	8	1
bIAP inhibitor	12	4	3	41	2	16

[7] O=C(c1ccc2c(c1)OCO2)N1CCN(c2ccc(C(F)(F)F)cn2)CC1
[8] O=CN1N=C(c2ccccc2)CC1c1ccccc1[N+](=O)[O-] (stereo not given)
[9] O=C(CN1C(=O)/C(=C\c2ccc(F)cc2)Oc2ccccc21)N1CCN(c2ccccn2)CC1
[10] COc1ccc(C(C(=O)NC2CCCC2)N(C(=O)c2ccoc2C)c2cc(C)cc(C)c2)cc1 (stereo not given)
[11] CCCCOc1ccc(S(=O)(=O)Nc2cccnc2)cc1
[12] O=C(/C=C/c1c(Cl)nc2ccccn12)N1CCN(c2ccc(F)cc2)CC1

screen / no.	7	8	9	10	11	12
bIAP activator	0.8	1	1	0.9	0.9	1
RAM network inh	-1.8	3.0	-0.3	1.3	0.9	0.2
TNAP act hi DEA	1	1	1	1	1	1
FLuc stim CS	1	1	1.1	1.1	1	1.1
FLuc inhib CS	-2	-2	-7	-7	-3	-8
TNAP inh hiacc	4	-1	-2	-4	-1	-4
APP transl inh	-38	-12	12	4	12	-4
TNAP inh no acc	-7	-2	-27	-8	-4	-8
Lmaj promast	76*	-3	-2	23	-5	25
bIAP inhibitor	21	-5	2	6	6	3

[13] Cc1n[nH]c(C)c1S(=O)(=O)N1CCCC(C(=O)NC2CCCCC2)C1 (stereo not given)
[14] CCOC(=O)c1c(NC(=O)C2=C(C)NC(=S)NC2c2ccc(F)cc2)sc(C)c1C (stereo not given)
[15] COc1ccccc1NC(=O)Cc1noc(CSc2nnc(C)s2)n1
[16] CCC1(C)Cc2nc3[nH]c(=S)n(-c4ccc(C)cc4)c(=O)c3cc2CO1 (stereo not given)
[17] CS(=O)(=O)NNC(=O)c1cc2cc3ccccc3nc2s1
[18] COc1ccc(C(=O)C2CCCN(C(=O)c3cccnc3SC)C2)c(C)c1 (stereo not given)

screen / no.	13	14	15	16	17	18
bIAP activator	0.9	1	1	1.1	1.1	1
RAM network inh	4.5	2.0	1.2	5.2	3.8	-1.6
TNAP act hi DEA	1	1	1	1	1	1.1
FLuc stim CS	1	1	1	1	0.8	1.1
FLuc inhib CS	-4	-4	-1	0	17	-6
TNAP inh hiacc	-5	-4	-5	-1	2	-6
APP transl inh	-12	3	2	-6	-4	-2
TNAP inh no acc	45	-8	-10	-12	-1	-10
Lmaj promast	-6	82*	-2	-6	6	-4
bIAP inhibitor	10	2	0	-6	-9	2

6 of these compounds, reformatted.
Results follow in this order: bIAP activator | RAM network inh | TNAP act hi DEA | FLuc stim CS | FLuc inhib CS | TNAP inh hiacc | APP transl inh | TNAP inh no acc | Lmaj promast | bIAP inhibitor
[13] Cc1n[nH]c(C)c1S(=O)(=O)N1CCCC(C(=O)NC2CCCCC2)C1 (stereo not given)
→ 0.9 | 4.5 | 1 | 1 | -4 | -5 | -12 | 45 | -6 | 10
[14] CCOC(=O)c1c(NC(=O)C2=C(C)NC(=S)NC2c2ccc(F)cc2)sc(C)c1C (stereo not given)
→ 1 | 2.0 | 1 | 1 | -4 | -4 | 3 | -8 | 82* | 2
[15] COc1ccccc1NC(=O)Cc1noc(CSc2nnc(C)s2)n1
→ 1 | 1.2 | 1 | 1 | -1 | -5 | 2 | -10 | -2 | 0
[16] CCC1(C)Cc2nc3[nH]c(=S)n(-c4ccc(C)cc4)c(=O)c3cc2CO1 (stereo not given)
→ 1.1 | 5.2 | 1 | 1 | 0 | -1 | -6 | -12 | -6 | -6
[17] CS(=O)(=O)NNC(=O)c1cc2cc3ccccc3nc2s1
→ 1.1 | 3.8 | 1 | 0.8 | 17 | 2 | -4 | -1 | 6 | -9
[18] COc1ccc(C(=O)C2CCCN(C(=O)c3cccnc3SC)C2)c(C)c1 (stereo not given)
→ 1 | -1.6 | 1.1 | 1.1 | -6 | -6 | -2 | -10 | -4 | 2

(listing goes on)
[19] Cc1ccc(Cl)cc1NC(=S)N(Cc1ccccc1)Cc1cccnc1
[20] CCc1c(C(=O)NN2C(=O)C3CCCCC3C2=O)csc1C (stereo not given)
[21] N#Cc1ccccc1CSc1nc2ccsc2c(=O)n1Cc1ccccn1
[22] O=C(N/N=C/c1c(Nc2cccc(C(F)(F)F)c2)nc2ccccn2c1=O)c1ccccc1[N+](=O)[O-]

screen / no.	19	20	21	22
bIAP activator	1	0.9	0.7	0.8
RAM network inh	0.6	-1.7	2.8	4.2
TNAP act hi DEA	1	1	1	1
FLuc stim CS	1.1	0.9	1	1
FLuc inhib CS	-9	9	-3	3
TNAP inh hiacc	-2	2	-2	2
APP transl inh	-18	11	-22	-3
TNAP inh no acc	-17	-4	-40	-3
Lmaj promast	99*	-7	43	-1
bIAP inhibitor	3	8	31	20
